# Assay outcomes deposited in PubChem by National Center for Advancing Translational Sciences (NCATS).
# EPAC2 antag – blocks human EPAC2 exchange factor | Q8WZA2 | EPAC2 GEF exchange of Rap1B-BODIPY-GDP, fluorescence | Potency, µM (titrated, usually from 114 µM), inactives show at the top dose activity, negative = inhibition, actives largely listed as inhibitors | 360,000 compounds, 0.18% hits | AID 720708; also: % is scaled to controls: 0 for no effect and ±100 for the full control effect; nearly all actives have a fitted effect of over 45% in size; many of its hits are not listed in these tables
# EPAC1 ag – agonists of human EPAC1 | O95398 | EPAC1 agonist qHTS, biochemical assay; response scale: 100% = response to 6.5 mM cAMP | Potency, µM (doses to about 154 µM), inactives show top-dose activation, usual class: activators | 360,000 compounds, 0.073% hits | AID 720707; also: nearly all actives have a fitted effect of over 60% in size
# Target sequence (O95398 whole entry, looked up): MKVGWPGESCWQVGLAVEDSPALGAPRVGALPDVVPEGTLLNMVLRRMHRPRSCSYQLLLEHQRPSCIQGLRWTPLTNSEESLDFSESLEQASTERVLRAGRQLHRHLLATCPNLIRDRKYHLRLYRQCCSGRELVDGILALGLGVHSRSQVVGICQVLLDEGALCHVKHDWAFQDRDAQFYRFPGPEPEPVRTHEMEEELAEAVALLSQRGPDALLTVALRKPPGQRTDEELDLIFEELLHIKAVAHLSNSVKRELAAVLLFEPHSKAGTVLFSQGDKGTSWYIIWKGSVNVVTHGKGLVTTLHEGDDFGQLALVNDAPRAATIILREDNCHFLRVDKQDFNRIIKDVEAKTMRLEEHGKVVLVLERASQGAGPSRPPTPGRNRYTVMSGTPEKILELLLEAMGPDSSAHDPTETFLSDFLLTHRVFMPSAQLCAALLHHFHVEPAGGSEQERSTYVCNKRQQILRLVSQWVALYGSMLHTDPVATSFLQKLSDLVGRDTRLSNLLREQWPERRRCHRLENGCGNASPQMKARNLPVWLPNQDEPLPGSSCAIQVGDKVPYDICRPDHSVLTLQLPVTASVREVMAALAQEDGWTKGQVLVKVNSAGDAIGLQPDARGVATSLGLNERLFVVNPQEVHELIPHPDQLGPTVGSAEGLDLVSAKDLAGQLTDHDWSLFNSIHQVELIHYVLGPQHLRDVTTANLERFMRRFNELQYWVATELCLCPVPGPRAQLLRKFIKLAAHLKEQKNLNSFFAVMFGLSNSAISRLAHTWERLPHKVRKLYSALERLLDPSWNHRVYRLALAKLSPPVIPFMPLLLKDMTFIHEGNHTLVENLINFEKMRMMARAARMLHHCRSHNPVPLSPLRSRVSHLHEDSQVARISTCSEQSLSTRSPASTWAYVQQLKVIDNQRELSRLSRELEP
#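 Nucleotide exchange assay: 100 nM EPAC1 with 250 nM Rap1B loaded with BODIPY-GDP and 50 uM GDP, room temperature. Fluorescence (480/540 nm) read every 5 min for 30 min; signal change normalized to 6.5 mM cAMP as full agonist.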
# EPAC2 agonist – EPAC2 (human) agonism. EPAC2 activation, biochemical qHTS; response scale: 100% = 6.5 mM cAMP response. 360,000 compounds, 0.079% hits. Potency, µM (highest dose often 154 µM), for the others: at the top dose activation, usual class: activators. Q8WZA2; also: nearly all actives have a fitted effect of over 50% in size
#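 qHTS, titration series. 100 nM EPAC2 / 250 nM Rap1B-BODIPY-GDP / 50 uM GDP; RT; ex 480/em 540 nm, 5-min reads to 30 min. Norm. to 6.5 mM cAMP = activation.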
# aSyn yeast inh – rescues yeast growth from alpha-synuclein toxicity; AID 652106; Yeast expressing alpha-synuclein, growth rescue, BacTiter-Glo, 24 h; 370,000 compounds, 0.14% hits; Potency, µM (top dose mostly 46.1 µM), for inactives: at the highest dose growth rescue (activation), actives largely listed as activators; also: % of control where 0% means no effect; nearly all actives have a fitted effect of over 65% in size
#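 Galactose-induced alpha-syn yeast (OD600=0.02, raffinose-pregrown) + pinned cpd, 24 hr, 30 deg C; growth by BacTiter-Glo luminescence. Growth restoration scores as activation.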
# PTHR1 ag – agonists of human PTHR1 parathyroid hormone receptor. Q03431. HEK293 GP2 PTHR1 cells, GloSensor cAMP luminescence, 1 h. Potency, µM (titrated, usually from 115 µM), for the others: at the highest dose activation, usual class: activators. 410,000 compounds, 0.075% hits. AID 743266; also: nearly all actives have a fitted effect of over 55% in size; some results filed as inactive show a strong effect at the top dose; inactives centre near -15; many of its hits are not listed in these tables
#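 HEK-293-derived GP2 cells expressing PTHR1 and a GloSensor cAMP reporter, 3,000/well, plated overnight, given luciferin plus IBMX (each 0.5 mM as added) for 1 h at 37 °C, then compound for 1 h at 37 °C. Luminescence was read after 15 min at room temperature.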
# TDP43 rescue – rescues yeast growth from TDP-43 toxicity; 410,000 compounds, 1.8% hits; Potency, µM (series often up to 46.1 µM), inactives show at the highest dose growth rescue (activation), actives largely listed as activators; TDP-43 expressing yeast growth rescue, BacTiter-Glo, 24 h; also: % of control where 0% means no effect; nearly all actives have a fitted effect of over 50% in size
#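 In this qHTS, compounds that restore growth of yeast expressing TDP-43 appear as activators. Cells (OD600=0.02, galactose medium, raffinose-pregrown) are incubated with compound 24 hr at 30 deg C and growth is quantified by BacTiter-Glo.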
# FUS suppressor – suppressors of FUS proteinopathy in yeast; S. cerevisiae FUS-expressing, growth rescue, OD600, 24 h; Potency, µM (titrated, usually from 76.6 µM), inactives show at the highest dose growth rescue (activation), most hits filed as activators; 390,000 compounds, 0.24% hits; AID 1347120;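 also: plate controls were DMSO vehicle for no effect and reference control for full effect; nearly all actives have a fitted effect of over 55% in size; some results filed as inactive show a strong effect at the top dose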
#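 Absorbance at 600 nm, taken 24hr after compound addition, measured rescue of FUS-yeast growth at 30C. Induction used 2% galactose with seeding at OD 0.005. Controls: CP55940 from 92uM final, DMSO only.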
# EPAC1 antag – blocks human EPAC1 exchange factor | 360,000 compounds, 0.14% hits | Potency, µM (series often up to 115 µM), for inactives: top-dose activity change, negative = inhibition, usual class: inhibitors | EPAC1 GEF assay, Rap1b-BODIPY-GDP exchange fluorescence | O95398;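 also: plate controls were vehicle for no effect and positive control for full effect; nearly all actives have a fitted effect of over 50% in size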
# Starred values were filed as active, the others as inactive; i = inactive; u = inconclusive; x = not tested or not shown; & = joins results of further samples; [ ] = another dose, or the depositor's remark. Calls follow the shape of the dose curve; as a rule, active = well fitted curve in the direction sought with a large enough effect; inconclusive = small, poorly fitted or top-dose-only effect, or another doubt; inactive = no such curve, though single readings can be large; an effect the other way counts as inactive or inconclusive. Potency is read from the fitted curve at half-maximal effect. The list is partial (hit frequency here may not be typical).
entry	molecule	EPAC2 antag	EPAC1 ag	EPAC2 agonist	aSyn yeast inh	PTHR1 ag	TDP43 rescue	FUS suppressor	EPAC1 antag
1	C/C(N)=C(/C#N)C(=O)COC(=O)c1ccc(NC(N)=O)cc1	10%	-4%	-1%	-2%	-70%[inhibitor]	-2%	19%	-5%
2	CCC(Sc1nc(C)cc(C)n1)C(=O)NC1=NN=C(c2ccc(C)cc2)CS1 (stereo not drawn)	9%	11%	17%	-4%	-14%	-16%	u	-2%
3	Cc1cc(-c2n[nH]c(=S)n2/N=C/c2sccc2C)n[nH]1	3%	5%	7%	0%	i	19%	u	-1%
4	CCCCCC1(C)NC(=S)N(c2ccccc2)N1 (stereo not drawn)	-11%	-1%	11%	17%	i	u	3%	u
5	C/C(=N\Nc1ccccn1)c1ccc(C#N)cc1	-4%	-7%	-5%	2%	-11%	u	15%	1%
6	Cc1ccc(-n2c(=S)[nH]c3c(oc4ccccc43)c2=O)cc1	6%	-7%	-4%	8%	i	61%	x	-11%
7	CCO/C=C1/C(=O)N(CC)c2ccccc21	-8%	4%	4%	-6%	i	-17%	-6%	-12%
8	O=c1cc(-c2ccccc2)c2cc3c(cc2[nH]1)OCCO3	0%	4%	10%	-1%	i	-19%[9.22 µM]	20%	-3%
9	O=C1C(=C2SCCCS2)CC/C1=C\c1ccc(F)cc1	-4%	0%	7%	3%	-39%[inhibitor][57.5 µM]	-2%	-13%	-7%
10	Cc1ccc(C)c(S(=O)(=O)N2CCCCC2CCNC(=O)C(=O)NCc2ccncc2)c1 (stereo not drawn)	3%	-3%	-1%	2%	-31%	6%	x	1%
11	CS/C(=C\[N+](=O)[O-])Nc1ccc(Cl)cc1	14%	-7%	7%	-12%	29%[57.5 µM]	-7%	56%	15%
12	COc1ccc(/C=c2\sc3nc(=O)c(C)nn3c2=O)c(OC)c1	-9%	7%	-1%	4%	-11%	20%	-25%	2%
13	O=C(CSc1ccc(-c2ccccc2)nn1)N1CCCc2ccccc21	-8%	4%	13%	-9%	-27%	u	x	-19%
14	CC(OC(=O)c1ccc(Cl)nc1)C(=O)Nc1ccc2c(c1)OCO2 (stereo not drawn)	0%	12%	8%	-6%	-14%	8%	7%	-8%
15	CCOC(=O)c1cn(Cc2ccccc2)nc1-c1ccccc1	u	15%	16%	2%	-12%	u	1%	-22%
16	CCOC(=O)C1C(=O)OC(C)(C)C1C(CC)C(=O)c1c(C)cc(C)cc1C (stereo not drawn)	-21%	6%	8%	3%	i	u	20%	-9%
17	CCC(CC)C(=O)Nc1cccc(C(=O)N2CCOCC2)c1	3%	-3%	-2%	1%	-3%[57.5 µM]	-28%	19%	-14%
18	CC(=O)Nc1ccc(S(=O)(=O)NCC(=O)OCC(=O)N2CCCc3ccccc32)cc1	1%	4%	1%	7%	i	-9%	4%	3%
19	COc1cccc(N2CCN(C(=O)c3cc4c(=O)n(Cc5ccccc5)ccc4nc3C)CC2)c1	-1%	0%	6%	6%	-2%&-11%	9%&20%	u	-3%
20	CCOC(=O)N1CCN(C(=O)Nc2ccc3nc(C)sc3c2)CC1	8%	2%	-2%	-3%	i	-15%	7%	-11%
21	CN(C)c1ccc(C#Cc2ccc3cc(CCCO)oc(=O)c3c2)cc1	-2%	-8%	-2%	-6%	-56%[inhibitor]	-5%	4%	-5%
22	O=C(Nc1ccc2c(c1)OCO2)c1cc2n(n1)C(C(F)(F)F)CC(c1ccccc1)N2 (stereo not drawn)	-6%	8%	1%	3%	-12%[57.5 µM]	10%	20%	-4%
23	COc1ccc(C(O)c2ncc(-c3cccc(C(F)(F)F)c3)[nH]2)cc1F (stereo not drawn)	-15%	-19%	14%	-2%	-21%	5%	-16%	-29%
24	COc1ccc(NC(=S)Nc2ccc(S(N)(=O)=O)cc2)c(C)c1	5%	2%	9%	-2%	-2%	-6%	20%	22%
25	C[C@H](CO)N1C[C@H](C)[C@@H](CN(C)C(=O)Nc2ccnc(N3CCOCC3)c2)OCc2cnnn2CCCC1=O	-2%	-8%	-2%	u	-27%	16%	-5%	-18%
26	CC1(C)CC2(OC2c2ccccc2[N+](=O)[O-])C(=O)c2ccccc21 (stereo not drawn)	u	17%	20%	-5%	-28%	3%	-16%	-1%
27	Cc1ccc(NC(=O)Cn2c(O)c(N=NC(N)=O)c3ccccc32)cc1	-1%	-7%	-7%	1%	-10%	3%	23%	u
28	O=C(NC(=S)NNC(=O)c1ccccc1[N+](=O)[O-])c1ccc(Br)cc1	20%	-7%	-1%	u	-11%	-11%[1.82 µM]	11%	-11%
29	O=C(O)CNS(=O)(=O)c1ccc2c(c1)CCCC2	-4%	3%	6%	3%	i	x	-1%	-24%
30	Cc1ccccc1-c1nc(CN2CCC(C(=O)NCc3cccs3)CC2)c(C)o1	10%	0%	0%	-2%	-19%[57.5 µM]	-1%	14%	12%
31	CCCCNC(C(=O)Nc1ccc([N+](=O)[O-])cc1Br)c1ccccc1 (stereo not drawn)	1%	-6%	7%	-8%	i	2%	-2%	-1%
32	CCN(CC)C(=O)CSC1=C(C#N)C(c2cccs2)C=C(C)N1 (stereo not drawn)	2%	4%	-1%	-1%	-4%[57.5 µM]	7%	5%	15%
33	NS(=O)(=O)c1ccc(NC(=O)COC(=O)c2cc(Cl)ccc2[N+](=O)[O-])cc1	4%	12%	16%	1%	i	-19%	18%	u
34	CCN(c1ccc(C)cc1C)S(=O)(=O)c1nnc(NC(=O)C(C)C)s1	-12%	-9%	-16%	15%	-4%	8%	-1%	-10%
35	Cc1ccn2c(=O)c(NC(=O)c3ccc(Br)o3)c(C)nc2c1	2%	u	0%	1%	i	-2%	-6%	-6%
36	C=CCNC(=O)C(C#N)c1nc2ccccc2nc1N1CCCCCC1 (stereo not drawn)	-24%	0%	-86%[15.6 µM]	16%	-8%[57.5 µM]	0%	u	-11%
37	O=C(O)C1(Nc2ccccc2)CCCC1	6%	6%	9%	8%	-15%	-2%	-22%	21%
38	COc1cc2ncc(S(=O)(=O)c3ccccc3)c(N3CCCC(C)C3)c2cc1OC (stereo not drawn)	-28%	5%	9%	-1%	-40%[inhibitor]	28µM*	u	-12%
39	Cn1c(=O)c2ccccc2n(Cc2ccccc2F)c1=O	3%	-1%	8%	11%	i	5%	15%	4%
40	COc1ccccc1NC(=O)c1cccc(S(=O)(=O)N2CCN(Cc3ccccc3)CC2)c1	-5%	16%	9%	-2%	-17%	-19%	10%	u
41	Cc1cc2c(n1-c1ccc(Cl)cc1)CC(C)(C)CC2=O	1%	8%	11%	1%	i	-13%	18%	3%
42	COc1ccc(Cn2cnc3c(NS(C)(=O)=O)c(C)c(C)cc32)cc1	12%	6%	-3%	1%	-17%	2%	19%	18%
43	CCn1c(SCC(=O)N/N=C/c2ccc(C)o2)nnc1-c1ccc(C)cc1	0%	-15%	-10%	1%	i	0%	-19%	1%
44	O=C(NCC1CCCCN1)c1cc(OCC(F)(F)F)ccc1OCC(F)(F)F (stereo not drawn)	5%	-11%	3%	-5%	-2%	25%	-1%	3%
45	COc1ccccc1Nc1c2c(nc3ccc(N)cc13)CCCC2	4%	-9%	1%	10%	-4%	2%	10%	11%

# Of the compounds above, these contain a halogen:
entry	molecule	EPAC2 antag	EPAC1 ag	EPAC2 agonist	aSyn yeast inh	PTHR1 ag	TDP43 rescue	FUS suppressor	EPAC1 antag
9	O=C1C(=C2SCCCS2)CC/C1=C\c1ccc(F)cc1	-4%	0%	7%	3%	-39%[inhibitor][57.5 µM]	-2%	-13%	-7%
11	CS/C(=C\[N+](=O)[O-])Nc1ccc(Cl)cc1	14%	-7%	7%	-12%	29%[57.5 µM]	-7%	56%	15%
14	CC(OC(=O)c1ccc(Cl)nc1)C(=O)Nc1ccc2c(c1)OCO2 (stereo not drawn)	0%	12%	8%	-6%	-14%	8%	7%	-8%
22	O=C(Nc1ccc2c(c1)OCO2)c1cc2n(n1)C(C(F)(F)F)CC(c1ccccc1)N2 (stereo not drawn)	-6%	8%	1%	3%	-12%[57.5 µM]	10%	20%	-4%
23	COc1ccc(C(O)c2ncc(-c3cccc(C(F)(F)F)c3)[nH]2)cc1F (stereo not drawn)	-15%	-19%	14%	-2%	-21%	5%	-16%	-29%
28	O=C(NC(=S)NNC(=O)c1ccccc1[N+](=O)[O-])c1ccc(Br)cc1	20%	-7%	-1%	u	-11%	-11%[1.82 µM]	11%	-11%
31	CCCCNC(C(=O)Nc1ccc([N+](=O)[O-])cc1Br)c1ccccc1 (stereo not drawn)	1%	-6%	7%	-8%	i	2%	-2%	-1%
33	NS(=O)(=O)c1ccc(NC(=O)COC(=O)c2cc(Cl)ccc2[N+](=O)[O-])cc1	4%	12%	16%	1%	i	-19%	18%	u
35	Cc1ccn2c(=O)c(NC(=O)c3ccc(Br)o3)c(C)nc2c1	2%	u	0%	1%	i	-2%	-6%	-6%
39	Cn1c(=O)c2ccccc2n(Cc2ccccc2F)c1=O	3%	-1%	8%	11%	i	5%	15%	4%
41	Cc1cc2c(n1-c1ccc(Cl)cc1)CC(C)(C)CC2=O	1%	8%	11%	1%	i	-13%	18%	3%
44	O=C(NCC1CCCCN1)c1cc(OCC(F)(F)F)ccc1OCC(F)(F)F (stereo not drawn)	5%	-11%	3%	-5%	-2%	25%	-1%	3%
